# Bioassay records (PubChem BioAssay)
# aGal spleen mod – qHTS Assay for Inhibitors and Activators of Human alpha-Galactosidase From Spleen Homogenate; AID 2107, 2009; Potency, µM (doses to about 80 µM), inactives show at the top dose activity change, negative = inhibition, most hits filed as inhibitors; Alpha-galactosidase A (Homo sapiens), P06280; actives 0.008% (n = 240,000); human spleen homogenate, 4MU-alpha-Gal fluorescence, 40 min;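 note: 0% = enzyme with vehicle and -100% = no enzyme basal signal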
# Target sequence (P06280 32-429 limits assumed): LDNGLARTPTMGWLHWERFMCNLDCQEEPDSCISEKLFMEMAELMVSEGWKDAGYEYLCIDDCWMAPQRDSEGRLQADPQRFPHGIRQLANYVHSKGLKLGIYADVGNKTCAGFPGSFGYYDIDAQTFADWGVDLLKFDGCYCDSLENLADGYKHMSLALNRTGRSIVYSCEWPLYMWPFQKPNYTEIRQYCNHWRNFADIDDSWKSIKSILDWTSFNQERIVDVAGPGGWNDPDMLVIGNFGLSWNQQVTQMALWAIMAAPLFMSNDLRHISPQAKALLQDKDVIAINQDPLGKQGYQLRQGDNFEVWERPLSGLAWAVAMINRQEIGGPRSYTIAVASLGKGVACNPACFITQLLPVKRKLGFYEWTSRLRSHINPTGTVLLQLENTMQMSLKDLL
#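 Spleen homogenate 1 ug + cpd (titration) + 4-MU-alpha-D-galactopyranoside 1 mM; 37C 40 min; 50 mM citrate/phosphate pH 5.0, 0.01% Tween-20; stop pH 10; fluorescence 365/440; AC50 via Hill.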
# KDM4E inh – qHTS Assay for Inhibitors of Human Jumonji Domain Containing 2E (JMJD2E); actives 1.6% (n = 230,000); Potency, µM (series often up to 57.1 µM), without a hit: at the highest dose activity change, negative = inhibition, most hits filed as inhibitors; JMJD2E catalytic domain, FDH-coupled NADH fluorescence (FDH is formaldehyde dehydrogenase); active = well fitted inhibition curve with a large enough effect, not every such curve was filed as active; inconclusive = small, poorly fitted or top-dose-only effect, or another doubt; inactive = no such curve, though single readings can be large or run the other way;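 note: 0% = wells with enzyme and -100% = buffer wells without enzyme; nearly all actives have a fitted effect of over 50% in size; many of its hits are not listed in these tables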
# Target sequence (B2RXH2 1-337 limits assumed): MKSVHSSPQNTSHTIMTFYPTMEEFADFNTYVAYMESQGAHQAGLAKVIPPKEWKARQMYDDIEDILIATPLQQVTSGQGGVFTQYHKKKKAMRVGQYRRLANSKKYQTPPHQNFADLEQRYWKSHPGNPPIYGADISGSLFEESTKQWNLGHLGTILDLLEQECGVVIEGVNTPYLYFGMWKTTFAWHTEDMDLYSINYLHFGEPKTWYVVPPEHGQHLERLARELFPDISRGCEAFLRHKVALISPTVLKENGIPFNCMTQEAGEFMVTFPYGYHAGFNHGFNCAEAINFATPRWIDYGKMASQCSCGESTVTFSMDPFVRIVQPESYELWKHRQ
# SMN2 splice enh – qHTS Assay for Enhancers of SMN2 Splice Variant Expression; AID 1458, 2008; actives 2.8% (n = 210,000); Potency, µM (titrated, usually from 46.1 µM), for the others: at the highest dose activity change, positive = activation, most hits filed as activators; HEK293 SMN2-luciferase splicing reporter, luminescence, 30-36 h; note: % of control where 0% means no effect; nearly all actives have a fitted effect of over 55% in size
#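 qHTS luciferase splicing reporter: luminescence rises when SMN2 exon 7 is included in transfected HEK293 cells. Compound exposure lasted 30-36 h at 37C, with 4.5 mM final sodium butyrate as control, followed by a ONE-Glo read.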
# GAA glycogen mod – qHTS Assay for Inhibitors and Activators of Human alpha-Glucosidase Cleavage of Glycogen | Lysosomal alpha-glucosidase (Homo sapiens), P10253 | recombinant GAA, glycogen substrate, Amplex Red glucose oxidase fluorescence | Potency, µM (doses to about 76.4 µM), for inactives: top-dose activity change, negative = inhibition, usual class: inhibitors | actives 0.38% (n = 300,000) | AID 2100, 2009;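 note: 0% = full enzyme reaction and -100% = no-enzyme basal signal; the screen sought inhibitors and activators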
#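 Natural-substrate format: glycogen cleavage by 4 nM human enzyme, glucose read by Amplex Red coupling (Ex 573, Em 610 nm). Normalized to enzyme and no-enzyme controls.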
# GAA spleen mod – qHTS Assay for Inhibitors and Activators of Human alpha-Glucosidase From Spleen Homogenate; human spleen homogenate, 4-MU-alpha-glucoside fluorescence; Potency, µM (doses to about 79.9 µM), without a hit: top-dose activity change, negative = inhibition, actives largely listed as inhibitors; actives 0.006% (n = 240,000);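 note: 0% = enzyme with vehicle and -100% = no enzyme basal signal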
#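 Human spleen homogenate (1 ug) incubated with compounds and 1 mM 4-methylumbelliferyl-alpha-D-glucopyranoside in pH 5.0 citrate/phosphate buffer, 37 C, 40 min. Stopped at pH 10; 4-MU fluorescence (Ex 365/Em 440 nm); AC50 by Hill fit.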
# ALDH1A1 inh – qHTS Assay for Inhibitors of Aldehyde Dehydrogenase 1 (ALDH1A1). Aldehyde dehydrogenase 1A1 (Homo sapiens), P00352. Purified ALDH1A1, NADH fluorescence, propionaldehyde substrate. Potency, µM (doses to about 75.3 µM), without a hit: at the highest dose activity, negative = inhibition, hits mostly inhibitors. actives 7.3% (n = 220,000); active = well fitted inhibition curve with a large enough effect, not every such curve was filed as active; inconclusive = small, poorly fitted or top-dose-only effect, or another doubt; inactive = no such curve, though single readings can be large or run the other way;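 note: plate controls were no enzyme wells and a reference inhibitor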
# GAA inh – qHTS Assay for Inhibitors of Human alpha-Glucosidase as a Potential Chaperone Treatment of Pompe Disease | Lysosomal alpha-glucosidase (Homo sapiens), P10253 | purified human GAA, 4-MU-alpha-glucoside fluorescence | Potency, µM (series often up to 76.9 µM), for inactives: top-dose activity change, negative = inhibition, most hits filed as inhibitors | actives 0.005% (n = 200,000) | AID 1466, 2008;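 note: plate controls were uninhibited enzyme wells for no effect and no-enzyme background for full effect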
#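 Activity normalized between no-enzyme (basal) and enzyme-only wells. Conditions: 4 nM human enzyme, 400 uM fluorogenic substrate, citrate/phosphate pH 5.0 with Tween-20, 20 min room temperature, compounds up to 77 uM.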
# RGS12 GoLoco inh – qHTS Assay for Inhibitors of RGS12 GoLoco Motif Activity (Red Fluorophore) | Guanine nucleotide-binding protein G(i) subunit alpha-1 (Homo sapiens), P63096 | Gai1:RGS12 GoLoco peptide FP, rhodamine, 10 min | Potency, µM (highest dose often 61.6 µM), inactives show at the top dose activity, negative = inhibition, usual class: inhibitors | actives 0.44% (n = 230,000) | AID 880, 2007; active = well fitted inhibition curve with a large enough effect, not every such curve was filed as active; inactive = no such curve, though single readings can be large or run the other way; note: % is set by controls: 0 for no effect and ±100 for the full control effect; nearly all actives have a fitted effect of over 30% in size; many of its hits are not listed in these tables
# Target sequence (P63096 whole entry, looked up): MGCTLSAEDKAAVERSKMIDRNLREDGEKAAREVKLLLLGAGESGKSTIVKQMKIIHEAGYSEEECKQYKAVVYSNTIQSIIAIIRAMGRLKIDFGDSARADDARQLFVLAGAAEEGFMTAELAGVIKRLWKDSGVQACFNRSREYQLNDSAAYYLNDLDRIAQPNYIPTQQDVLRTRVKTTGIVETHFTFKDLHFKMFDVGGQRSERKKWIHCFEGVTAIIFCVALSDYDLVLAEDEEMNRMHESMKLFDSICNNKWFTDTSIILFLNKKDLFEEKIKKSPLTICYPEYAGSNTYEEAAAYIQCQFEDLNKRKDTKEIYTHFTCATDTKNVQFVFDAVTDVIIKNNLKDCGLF
# Numbers without * were called inactive; ? = inconclusive; . = not tested or not shown; & = joins results of further samples; [ ] = remark or other dose. Unless noted, calls come from the whole dose curve; as a rule, active = well fitted curve in the direction sought with a large enough effect; inconclusive = small, poorly fitted or top-dose-only effect, or another doubt; inactive = no such curve, though single readings can be large; an effect the other way counts as inactive or inconclusive. Potency is the fitted concentration of half-maximal effect. Only part of the results is shown, so the mix of outcomes need not match the whole.
# Below each compound – aGal spleen mod, KDM4E inh, SMN2 splice enh, GAA glycogen mod, GAA spleen mod, ALDH1A1 inh, GAA inh, RGS12 GoLoco inh
CCOC(=O)C1CCCN(c2ncnc3c2[nH]c2cccc(OC)c23)C1 (stereo not given)
→ 6%, ?, 12%, -6%, 0%, ?, ?, 12%
CC1(C)CC2CC(C)(CN2CC(O)COc2ccccc2)C1 (stereo not given)
→ -5%, ?, 6%, -3%, -2%, -8%, -8%, 1%
O=C(Nc1ccc2ccccc2c1)/C(=C/c1cccc(Br)c1)NC(=O)c1ccco1
→ 2%, ?, -16%, 2%, -2%, 0%, -4%, 5%
Cc1ccc(S(=O)(=O)N2CC3(C)CN(S(=O)(=O)c4ccc(C)cc4)CC(C)(C2)C3=O)cc1
→ 11%, 7%, -18%, 5%, 11%, 15%, 0%, -1%
Cc1cc(C)cc(OCC(=O)Nc2ccc3c(c2)C(=O)c2ccccc2C3=O)c1
→ -1%, -1%, 18%, 14%, -2%, ?, 2%, 2%
COCCn1c(-c2ccccc2)csc1=Nc1cccnc1
→ 1%, -9%, -16%, 1%, 8%, 7%, 4%, 8%
Cn1nnnc1CCOCCc1nnnn1C
→ 13%, 2%, ., -10%, 7%, -8%, 3%, .
O=C(/C=C/NNC(=O)c1ccccc1)c1ccccc1
→ -13%, ?, 1%, -15%, -10%, -9%, -12%, 2%
O=C(c1csc2c1CCCC2)N1CCN(c2cccc(C(F)(F)F)c2)CC1
→ 0%, -3%, 14%, -7%, -8%, -12%, -10%, 13%
CCCCn1c(=N)n(CC(=O)c2ccco2)c2ccccc21
→ 9%, 0%, -13%, -1%, 2%, -4%, -1%, 1%
CCC(=O)N1c2ccc(S(=O)(=O)CCC(=O)Nc3nccs3)cc2CC1C (stereo not given)
→ 5%, 7%, -15%, -22%, -5%, 10%, 7%, -2%
Cc1ccc(NC(=O)CSc2nc3c(cc2C#N)C(=O)CCC3)cc1S(=O)(=O)N(C)C
→ 5%, -1%, -37%[inhibitor], 10%, 3%, -5%, -2%, 15%
COc1ccc2[nH]c(=O)c(CN(C(C)=O)c3cccc(C)c3)cc2c1
→ 8%, ?, 2%, -5%, 1%, ?, 2%, -5%
Cc1nc2nc(C)c(CCC(=O)N3CCc4ccccc43)c(C)n2n1
→ 5%, -7%, -2%, -6%, 4%, -2%, 8%, 3%
N#Cc1ccc(C(c2nnnn2C2CCCC2)N2CCC(Cc3ccccc3)CC2)cc1 (stereo not given)
→ 7%, 5%, -2%, -1%, 2%, ?, 4%, -3%
COc1cccc(CNCCNC(=O)c2ccco2)c1OC
→ 1%, ?, 1%, 13%, -3%, ?, -3%, -2%
CC(=O)c1ccc(NC(=O)CN(C)CC(=O)Nc2cccc(F)c2)cc1
→ -2%, -6%, -9%, 1%, -9%, -7%, 5%, -1%
COc1ccc(CSC2=CS(=O)(=O)c3ccccc3N2)cc1
→ -5%, 2%, 6%, 16%, 0%, 6%, -1%, -3%
CCOC(=O)N1CCC(Nc2c(NCCN3CCN(Cc4ccccc4)CC3)c(=O)c2=O)CC1
→ -6%, -2%, -1%, 1%, -8%, -6%, 5%, 0%
N#CCCCSc1nnc(CSc2nc3ccccc3s2)n1-c1ccccc1
→ -3%, 2%, -24%, 2%, -3%, -2%, -3%, 8%
Cc1ccc(C)c2[nH]c(=O)c(CN(CC3CCCO3)S(=O)(=O)c3ccc4c(c3)OCCO4)cc12 (stereo not given)
→ 0%, 2%, -6%, 6%, 1%, ?, -10%, -15%
CCOC(=O)c1ccc(NC(=O)CSCC(=O)OCC(=O)c2ccccc2)cc1
→ -3%, 9%, -1%, 7%, -5%, ?, 3%, 9%
COCCCNC(=O)C1C2C=CC3(CN(Cc4ccc(C)cc4)C(=O)C13)O2 (stereo not given)
→ 0%, 2%, 7%, 4%, -7%, 13%, 7%, -12%
CC(=O)Nc1ccc(NC(=O)Nc2ccc(C)c(C)c2)cc1
→ 1%, 21%, 7%, -6%, 3%, -2%, 14%, 13%
O=C(Nc1ccc(NC(=O)c2cc3ccccc3o2)cc1)c1ccc2c(c1)OCCO2
→ -1%, ?, -33%[inhibitor], 10%, 4%, ?, 7%, 22%
CCOC(=O)C1CCCN(C(=O)CN2C(=O)COc3ccc(C(C)(C)C)cc32)C1 (stereo not given)
→ 9%, ?, ., 6%, -1%, ?, 3%, .
CCN(CC)CCNc1ncnc2c1sc1nc(N3CCCC3)c3c(c12)CC(C)(C)OC3
→ 1%, -20%, -30%, -23%, -23%, -6%, -5%, 7%
CC(C)(C)N(Cc1cc2ccccc2[nH]c1=O)C(=O)c1cccnc1
→ -12%, ?, 27%, 0%, -9%, -2%, -1%, 1%
CC1Oc2ccccc2C=C1/C=N/NC(=O)c1ccccc1 (stereo not given)
→ 6%, ?, 14µM*, 13%, -5%, ?, 5%, 8%
CCOC(=O)c1c(C)n(C)c2ccc(OCC(O)CN3C(=O)c4ccccc4S3(=O)=O)cc12 (stereo not given)
→ 4%, 6%, 1%, -9%, -4%, 2.5µM*, -3%, 18%
Cc1ccc(NC(=S)Nc2ccc3nc(-c4ccccn4)c(-c4ccccn4)nc3c2)cc1C
→ -8%, ?, -2%, 8%, -11%, 18µM*, -13%, 9%
CCN(C(=O)COC(=O)c1ccccc1NC(=O)c1ccco1)C1CCS(=O)(=O)C1 (stereo not given)
→ 7%, -28%, -18%, 0%, 0%, -9%, 0%, 4%
COc1cc(/C=C(\C#N)C(N)=O)ccc1OS(=O)(=O)c1ccc(C)cc1
→ 1%, -6%, ?, -4%, -7%, 18µM*, -9%, 7%
CCN1CCN(CCC(=O)Nc2ccc3c(c2)OCO3)CC1
→ 21%, -5%, 7%, 4%, -16%, 4%, -3%, 4%
Cc1ccccc1C1CC(c2ccc(F)cc2)Nc2nc(N)nn21 (stereo not given)
→ -1%, -20%, 9%, 13%, 1%, -2%, 2%, 58%[activator]
COc1ccc(/C=N/N2CCOCC2)cc1O
→ 1%, 1%, 25%, -14%, -9%, 3%, -4%, 9%
Cc1cccc(C(OC(=O)c2ccco2)C(=O)NCc2ccccc2)n1 (stereo not given)
→ 0%, -3%, 15%, 2%, -1%, -9%, -5%, 1%
CCN(CC(=O)NCc1cccs1)C(=O)c1ccccc1Cl
→ 0%, 2%, -25%, 9%, -3%, -2%, -8%, 0%
N#Cc1ccccc1OCC(=O)N1CCc2ccccc2C1
→ -4%, -5%, 6%, 7%, 1%, ?, 7%, 5%
CCCCOc1ccc(/C(N)=N/O)cc1
→ 6%, 8%, 9%, ?, 4%, -1%, -2%, -8%
O=c1cc(-c2ccc3c(c2)OCCO3)oc2ccc(Cl)cc12
→ -5%, ?, 2.5µM*, 4%, 1%, ?, 6%, 8%
c1n[nH]c(SCCCCSc2ncn[nH]2)n1
→ -1%, -13%, 3%, 4%, -12%, 6%, -2%, 0%
O=C(Oc1c(Cl)cc(Cl)c2cccnc12)N1CCCCC1
→ 4%, -10%, -26%, 4%, -19%, ?, 2%, 6%
Cc1ccc2sc(N(CCCN(C)C)C(=O)c3nc4ccccc4s3)nc2c1C
→ 12%, 1%, -17%, -5%, ., 3%, -6%, 0%
COC(=O)c1ccc(NC(=O)N2CCCC(C(=O)c3ccccc3OC)C2)cc1 (stereo not given)
→ 5%, 8%, ., -3%, 6%, 14%, 7%, 10%
CCCn1c(SCC(=O)NCc2ccccc2)nnc1-c1ccncc1
→ 10%, -7%, 0%, 6%, 5%, 8%, 0%, 6%
CC(C)CC(C(=O)O)C(C)CC(=O)Nc1ccn(-c2ccccc2)n1 (stereo not given)
→ 1%, 0%, -17%, 4%, -4%, 3%, 4%, 2%
NC(N)=NCCC[C@H](NC(=O)OCc1ccccc1)C(=O)O
→ -3%, -4%, 7%, -8%, -17%, 4%, 0%, 7%
CCOC(=O)C1=C(O)CSC1=Nc1ccc(Cl)cc1
→ -4%, -7%, -7%, 2%, 3%, -1%, -1%, 3%
COc1ccc([N+](=O)[O-])cc1NC(=S)Nc1ccccc1
→ 6%, -4%, -28%, 24%, -3%, ?, 1%, -2%
COc1cccc(NC(=O)CN2C(=O)NC(C)(CCC(C)C)C2=O)c1 (stereo not given)
→ 9%, 1%, -4%, 2%, 3%, 6%, -3%, 9%
C=C(C)C1CC=C(C(=O)O)CC1 (stereo not given)
→ 15%&16%, 1%&0%, 12%&-2%, ., 1%&9%, 6%&4%, ., 12%&2%
O=C(CSc1nnc(CNC(=O)c2cccs2)o1)NCc1ccc(F)cc1
→ -9%, 17%, 11%, 12%, -9%, 2%, 0%, 6%
COC1=C(Nc2ccc(O)cc2)C(=O)c2ccccc2C1=O
→ 7%, 10µM*, -18%, 17%, 4%, 18µM*, -2%, -22%
CCc1nn(C)c(-c2n[nH]c(=S)n2N)c1Cl
→ -12%, -9%, -4%, -7%, 3%, 7%, 6%, -16%
O=C(Nc1ccc2c(c1)CCC2)c1ccccc1Br
→ -1%, -11%, ., 1%, 2%, -3%, -12%, 0%
Cc1cccc(C(=O)Nc2cccc(OCC(=O)O)c2)c1
→ -2%, -7%, ., -8%, 5%, 2%, -2%, 6%
CCC1CCCCN1Cc1nc(Cc2ccccc2Cl)no1 (stereo not given)
→ 3%, 9%, ., 6%, 3%, ., ., -8%

# Record cards (already shown).
# COc1cccc(NC(=O)CN2C(=O)NC(C)(CCC(C)C)C2=O)c1 (stereo not given) reads aGal spleen mod: 9%; KDM4E inh: 1%; SMN2 splice enh: -4%; GAA glycogen mod: 2%; GAA spleen mod: 3%; ALDH1A1 inh: 6%; GAA inh: -3%; RGS12 GoLoco inh: 9%
# COC1=C(Nc2ccc(O)cc2)C(=O)c2ccccc2C1=O reads aGal spleen mod: 7%; KDM4E inh: 10µM*; SMN2 splice enh: -18%; GAA glycogen mod: 17%; GAA spleen mod: 4%; ALDH1A1 inh: 18µM*; GAA inh: -2%; RGS12 GoLoco inh: -22%
